NPC1 promoter act: activators of NPC1 promoter. Huh7 NPC1 promoter luciferase reporter, 24 h. Potency, µM (highest dose often 9.22 µM), for the others: at the highest dose activation, actives largely listed as activators. 320,000 tested, 2.4% active. AID 485313;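 further: % of control where 0% means no effect; nearly all actives have a fitted effect of over 60% in size; reporter is driven by a mutant NPC1 promoter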
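Huh7 cells stably carrying NPC1 promoter–luciferase, plated in Opti-MEM with 10% FBS for 2 h, were exposed to compound in DMSO for 24 h at 37 °C; luciferase reagent was added for 10 min and luminescence read.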
VP16 counter: counter-screen for ROR gamma inhibitors: Gal4-VP16 reporter | 310,000 tested, 3.5% active | Potency, µM (titrated, usually from 53.6 µM), for the others: at the highest dose activity, negative = inhibition, actives largely listed as inhibitors | Drosophila S2 Gal4-VP16 UAS-luciferase, luminescence, 20 h;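 further: Gal4-VP16 expression switched on by copper sulfate through the metallothionein promoter; on the % scale 0 is the no-effect control and ±100 the full control effect; nearly all actives have a fitted effect of over 50% in size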
Rab9 promoter act: activators of Rab9 promoter; Huh7 Rab9 promoter-luciferase reporter, luminescence, 24 h; Potency, µM (doses to about 9.22 µM), for the others: at the top dose activation, negative = inhibition, usual class: activators; 320,000 tested, 2.8% active; AID 485297; further: % of control where 0% means no effect; nearly all actives have a fitted effect of over 60% in size
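Measured in stably transfected Huh7 cells bearing a Rab9 promoter–luciferase construct: 24 h compound treatment at 37 °C, followed by luminescence detection.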
uPA surface inh: inhibitors of cell surface uPA generation | 330,000 tested, 0.31% active | AID 540303 | Potency, µM (titrated, usually from 38.3 µM), without a hit: at the top dose activity change, negative = inhibition, actives largely listed as inhibitors | cell surface uPA generation assay, qHTS; active means well fitted inhibition curve with a large enough effect; inconclusive means small, poorly fitted or top-dose-only effect; inactive means no such curve, though single readings can be large or run the other way; tested in mouse RAW 264.7 cells; further: on the % scale 0 is the no-effect control and ±100 the full control effect; nearly all actives have a fitted effect of over 55% in size
FLuc counter: firefly luciferase modulation, counter-screen for miR-21 project | P08659 | purified FLuc, Km substrates, luminescence inhibition | Potency, µM (doses to about 57.5 µM), inactives show at the top dose activity change, negative = inhibition, actives largely listed as inhibitors | 360,000 tested, 6.9% active | AID 588342;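 further: plate controls were vehicle for no effect and reference inhibitor for full effect; nearly all actives have a fitted effect of over 55% in size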
Target sequence (P08659 whole entry, looked up): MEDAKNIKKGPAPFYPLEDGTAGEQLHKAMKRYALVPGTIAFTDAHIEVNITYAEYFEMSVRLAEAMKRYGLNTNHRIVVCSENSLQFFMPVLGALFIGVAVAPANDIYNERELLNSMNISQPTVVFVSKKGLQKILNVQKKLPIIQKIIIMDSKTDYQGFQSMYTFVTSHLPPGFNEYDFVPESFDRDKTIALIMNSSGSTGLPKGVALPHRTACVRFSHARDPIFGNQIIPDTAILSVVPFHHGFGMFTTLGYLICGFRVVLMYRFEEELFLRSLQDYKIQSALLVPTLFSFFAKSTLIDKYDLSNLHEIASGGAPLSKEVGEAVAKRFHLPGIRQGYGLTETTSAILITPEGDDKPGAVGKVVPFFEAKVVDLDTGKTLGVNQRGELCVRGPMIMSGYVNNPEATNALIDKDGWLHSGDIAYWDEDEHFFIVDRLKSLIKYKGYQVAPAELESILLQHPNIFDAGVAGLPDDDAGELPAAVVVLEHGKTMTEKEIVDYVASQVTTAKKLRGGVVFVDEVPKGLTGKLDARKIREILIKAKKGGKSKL
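Purified P. pyralis luciferase, 10 nM final, with Km-level 10 uM D-luciferin and 10 uM ATP in 50 mM Tris acetate pH 7.5, 10 mM Mg acetate, 0.01% Tween-20, 0.05% BSA; 6-point qHTS titration about 60 µM downward; luminescence read.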
ELG1 genotoxic: genotoxicity induction in ELG1-luciferase HEK293T cells. Potency, µM (highest dose often 46 µM), inactives show top-dose activity change, positive = activation, most hits filed as activators. 330,000 tested, 1.3% active. AID 504466. HEK293T ELG1-luciferase reporter, luminescence, 16 h; further: % of control where 0% means no effect; nearly all actives have a fitted effect of over 60% in size
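HEK293T cells expressing luciferase-tagged ELG1 were treated with compound or DMSO for 16 hr at 37°C. Luciferase activity was then read after 30 min with ONE-Glo at room temperature; rising signal flags genetic stress.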
MBNL1 CUG block: MBNL1-poly(CUG) RNA binding inhibition | Potency, µM (doses to about 57.5 µM), for inactives: at the top dose activity change, negative = inhibition, actives largely listed as inhibitors | TR-FRET MBNL1-His/biotin-(CUG)12 binding, 665/545 ratio | 280,000 tested, 0.036% active | Q9NR56; active means well fitted inhibition curve with a large enough effect in the signal ratio, with a control signal flat, not every such curve was filed as active; inconclusive means small, poorly fitted or top-dose-only effect, or effect the other way, or a change in a side signal; inactive means no such curve, though single readings can be large or run the other way; the % refers to the signal ratio; further: on the % scale 0 is the no-effect control and ±100 the full control effect
Target sequence (Q9NR56 whole entry, looked up): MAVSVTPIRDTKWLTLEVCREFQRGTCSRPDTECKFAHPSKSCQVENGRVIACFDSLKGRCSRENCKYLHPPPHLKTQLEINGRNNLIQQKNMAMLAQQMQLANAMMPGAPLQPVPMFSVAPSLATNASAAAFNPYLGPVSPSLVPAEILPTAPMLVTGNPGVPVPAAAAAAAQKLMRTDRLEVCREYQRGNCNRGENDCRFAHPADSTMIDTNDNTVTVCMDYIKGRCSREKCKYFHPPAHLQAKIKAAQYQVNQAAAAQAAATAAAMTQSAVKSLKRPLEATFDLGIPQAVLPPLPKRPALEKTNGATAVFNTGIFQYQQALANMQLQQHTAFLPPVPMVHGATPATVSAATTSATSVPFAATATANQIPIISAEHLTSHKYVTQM
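His-tagged MBNL1 binding to biotinylated (CUG)12 RNA was measured by TR-FRET using terbium anti-His antibody (0.055 ng/ul final) and streptavidin-XL665 (5 nM final). Compounds were titrated 92 nM to 58 uM; 60 min at room temperature.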
RORgamma inh: blocks mouse ROR gamma transcriptional activity | P51450 | AID 2551 | Drosophila S2 Gal4-RORgamma UAS-luciferase reporter, 20 h | Potency, µM (series often up to 53.6 µM), for the others: at the highest dose activity change, negative = inhibition, actives largely listed as inhibitors | 310,000 tested, 5.4% active; further: on the % scale 0 is the no-effect control and ±100 the full control effect; nearly all actives have a fitted effect of over 60% in size
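Stable Schneider cell line, Gal4 DNA-binding domain fused to ROR gamma, UAS-luciferase. Cmpd 1 hr RT → CuSO4 700 uM final → 20 hr RT → luciferase reagent 10 min → luminescence.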
BRCA1 expr act: increases BRCA1 expression; 380,000 tested, 1.1% active; Potency, µM (series often up to 46.1 µM), for inactives: at the top dose activation, actives largely listed as activators; MCF7-BRCA1-FFLuc reporter, luminescence, 48 h; response scale: scaled: vehicle 0%, 10 µM genistein 100%; further: nearly all actives have a fitted effect of over 80% in size; some results filed as inactive show a strong effect at the top dose
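Using MCF7 cells harboring a BRCA1 firefly luciferase reporter, plated 2 h before compound pinning, the screen measured luminescence after 48 h incubation. Responses were normalized to DMSO and 10 microM genistein, then fitted for concentration-effect.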
p53 reactivation: restores transcriptional activity of mutant p53 | H1299 p53-A138V BP100-luciferase reporter, luminescence, 24 h | Potency, µM (highest dose often 92.2 µM), for the others: at the highest dose activity change, positive = activation, actives largely listed as activators | AID 504706 | 320,000 tested, 0.063% active; further: % of control where 0% means no effect; nearly all actives have a fitted effect of over 45% in size
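p53-null H1299 cells stably carrying temperature-sensitive p53-A138V and a BP100-luciferase reporter were pinned with compounds (4-point, 1:5 series) and held 24 hrs at 37 deg C. Luminescence was read 10 min after detection reagent.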
Numbers without * were called inactive; & = joins results of further samples; [ ] = another dose, or the depositor's remark. Unless noted, the call rests on the fitted dose curve; in most records, active means well fitted curve in the direction sought with a large enough effect; inconclusive means small, poorly fitted or top-dose-only effect, or another doubt; inactive means no such curve, though single readings can be large; an effect the other way counts as inactive or inconclusive. Potency means the concentration at half of the fitted maximal effect.

What do the screens show for `Cc1nc2cc(F)ccc2n1C1CCN(C(=O)c2ccc(F)cc2F)CC1`?
NPC1 promoter act: -9%; VP16 counter: -12%[10 µM]; Rab9 promoter act: -16%; uPA surface inh: 1%; FLuc counter: -1%; ELG1 genotoxic: -11%; MBNL1 CUG block: 1%; RORgamma inh: 27%; BRCA1 expr act: -9%; p53 reactivation: 4%

How did C=CCCCCCCCCC(=O)NNC1CC(=O)N(c2ccccc2)C1=O (stereo not drawn) do in these assays?
NPC1 promoter act: -1%; VP16 counter: 0%; Rab9 promoter act: 2%; uPA surface inh: -7%; FLuc counter: 0%; ELG1 genotoxic: 0%; RORgamma inh: 0%; BRCA1 expr act: -3%; p53 reactivation: -1%

Results for Cc1ccc(CN2CC34C=CC(O3)C(C(=O)NCc3ccc5c(c3)OCO5)C4C2=O)cc1 (stereo not drawn) ?
NPC1 promoter act: -1%; VP16 counter: 0%; Rab9 promoter act: -2%; uPA surface inh: -2%; FLuc counter: 1%; ELG1 genotoxic: -1%; MBNL1 CUG block: -4%; RORgamma inh: 8%; BRCA1 expr act: 0%; p53 reactivation: -9%

Results for COc1cc(C(=O)OCC(=O)N(C)Cc2ccccc2)cc(OC)c1OC ?
NPC1 promoter act: -3%; VP16 counter: -8%; Rab9 promoter act: -3%; uPA surface inh: 0%; FLuc counter: -2%; ELG1 genotoxic: 0%; MBNL1 CUG block: -4%; RORgamma inh: 17%; BRCA1 expr act: -4%; p53 reactivation: 1%

How did CC1CCC2(CC1)NC(=O)N(CC(=O)N1CCOCC1)C2=O (stereo not drawn) do in these assays?
uPA surface inh: -2%; ELG1 genotoxic: 0%; BRCA1 expr act: -9%; p53 reactivation: 7%

Results for COc1ccc(C2N(c3ccc(Cl)cc3)N=C(C(C)=O)N(C)N2C(C)=O)cc1 (stereo not drawn) ?
NPC1 promoter act: -6%; VP16 counter: 25%; Rab9 promoter act: -7%; uPA surface inh: 4%; FLuc counter: -1%; ELG1 genotoxic: -7%; MBNL1 CUG block: 3%; RORgamma inh: -24%; BRCA1 expr act: -40%; p53 reactivation: 1%

How did COc1ccc(C(=O)OC(C)CN2CCN(C)CC2)cc1 (stereo not drawn) do in these assays?
NPC1 promoter act: 13%; VP16 counter: 0%; Rab9 promoter act: 10%; uPA surface inh: -3%; FLuc counter: 2%; ELG1 genotoxic: 7%; MBNL1 CUG block: 1%; RORgamma inh: -34%; BRCA1 expr act: 17%; p53 reactivation: 19%

Results for COc1ccc(S(=O)(=O)N2CCN(c3cccc(C)c3C)CC2)cc1 ?
NPC1 promoter act: -1%; VP16 counter: 8%; Rab9 promoter act: -18%; uPA surface inh: 8%; FLuc counter: -1%; ELG1 genotoxic: -6%; MBNL1 CUG block: -15%; RORgamma inh: -21%; BRCA1 expr act: -3%; p53 reactivation: 0%

Results for CCc1ccc(NC(=O)CSc2nc(CSc3ccc(C)cc3)cc(=O)[nH]2)cc1 ?
NPC1 promoter act: -6%; VP16 counter: 12%; Rab9 promoter act: -3%; uPA surface inh: 2%; FLuc counter: 19µM*; ELG1 genotoxic: 6%; MBNL1 CUG block: 1%; RORgamma inh: 6%; BRCA1 expr act: 0%; p53 reactivation: 1%

How did CCc1ccc2c(CN3CCN(Cc4ccccc4)CC3)cc(=O)oc2c1 do in these assays?
NPC1 promoter act: -3%; VP16 counter: 3%; Rab9 promoter act: 2%; uPA surface inh: 2%; FLuc counter: -3%; ELG1 genotoxic: -2%; MBNL1 CUG block: -1%; RORgamma inh: 35%; BRCA1 expr act: -35%; p53 reactivation: -3%

Results for Cc1ccccc1NC(=O)Cn1c(C)nc2ccc(N)cc2c1=O ?
NPC1 promoter act: -5%; VP16 counter: -9%; Rab9 promoter act: -5%; uPA surface inh: 11%; FLuc counter: 6%; ELG1 genotoxic: 2%; MBNL1 CUG block: 29%; RORgamma inh: 1%; BRCA1 expr act: 6%; p53 reactivation: -1%

How did COc1ccc(S(=O)(=O)N2CCOCC2)cc1NC(=O)c1ccccc1-c1ccc(C(F)(F)F)cc1 do in these assays?
NPC1 promoter act: 2%; VP16 counter: 3%; Rab9 promoter act: -2%; uPA surface inh: 5%; FLuc counter: -4%; ELG1 genotoxic: 10%; MBNL1 CUG block: inconclusive; RORgamma inh: 4%; BRCA1 expr act: -6%; p53 reactivation: -8%

What do the screens show for `COc1cc(S(=O)(=O)Nc2ccccc2)ccc1N=Cc1c(C)[nH]n(-c2ccc(C)cc2)c1=O`?
NPC1 promoter act: 1%; VP16 counter: -10%; Rab9 promoter act: -7%; FLuc counter: 5%; ELG1 genotoxic: -3%; MBNL1 CUG block: 6%; RORgamma inh: 43%; p53 reactivation: 5%

Results for O=C(Nc1cccc2ccccc12)c1cnccn1 ?
NPC1 promoter act: -2%; VP16 counter: 17%; Rab9 promoter act: 4%; uPA surface inh: -3%; FLuc counter: inconclusive; ELG1 genotoxic: 21µM*; MBNL1 CUG block: 8%; RORgamma inh: -39%; BRCA1 expr act: 53%; p53 reactivation: 16%

How did Cc1ccc(/C=C(\NC(=O)c2ccccc2)C(=O)N2CCCC2C(=O)O)cc1 (stereo not drawn) do in these assays?
NPC1 promoter act: 0%; VP16 counter: -4%; Rab9 promoter act: -1%; uPA surface inh: 6%; FLuc counter: -16%; ELG1 genotoxic: 2%; MBNL1 CUG block: -3%; RORgamma inh: -14%; BRCA1 expr act: 13%; p53 reactivation: 7%

How did Cc1cccc(C(=O)NCC(=O)N2CCN(S(=O)(=O)c3cc(C)ccc3C)CC2)c1 do in these assays?
NPC1 promoter act: -5%; Rab9 promoter act: 8%; uPA surface inh: -4%; FLuc counter: 1%; ELG1 genotoxic: -5%; BRCA1 expr act: -53%; p53 reactivation: -8%

How did CC(C)C1=CC(=Nc2ccc(S(N)(=O)=O)cc2)C=C(C(C)C)C1=O do in these assays?
NPC1 promoter act: -4%; VP16 counter: -13%; Rab9 promoter act: 11%; uPA surface inh: -8%; FLuc counter: 5%; ELG1 genotoxic: -1%; MBNL1 CUG block: 2%; RORgamma inh: 1%; BRCA1 expr act: -15%; p53 reactivation: 0%

Results for CCOC(CNC(=O)c1cc2c(=O)n(CC)c3ccccc3c2s1)OCC ?
NPC1 promoter act: 0%; VP16 counter: 0%; Rab9 promoter act: -7%; uPA surface inh: 0%; FLuc counter: 0%; ELG1 genotoxic: -1%; MBNL1 CUG block: -5%; RORgamma inh: inconclusive; BRCA1 expr act: 7%; p53 reactivation: -2%

Results for COc1ccc(NC(=O)CN2C(=O)c3ccccc3S2(=O)=O)cc1OC ?
NPC1 promoter act: 0%; VP16 counter: -10%; Rab9 promoter act: 7%; uPA surface inh: 1%; FLuc counter: -3%; ELG1 genotoxic: 0%; MBNL1 CUG block: 3%; RORgamma inh: -13%; BRCA1 expr act: 6%; p53 reactivation: -2%

How did Cc1ccc(C(=O)N[C@H](C(=O)Nc2cc(Cl)cc(Cl)c2)C(C)C)cc1 do in these assays?
NPC1 promoter act: -2%; VP16 counter: -3%; Rab9 promoter act: -4%; uPA surface inh: -5%; FLuc counter: -1%; ELG1 genotoxic: 1%; MBNL1 CUG block: 1%; RORgamma inh: 8%; BRCA1 expr act: -12%; p53 reactivation: 7%

What do the screens show for `O=C(Cc1ccccc1)Nc1ccccc1Sc1ccccc1`?
NPC1 promoter act: 2%; VP16 counter: -6%; Rab9 promoter act: 0%; uPA surface inh: 12%; FLuc counter: -7%; ELG1 genotoxic: 0%; RORgamma inh: -5%; BRCA1 expr act: -18%; p53 reactivation: 5%

How did Nc1nnc(SCC(=O)NC2CCCc3ccccc32)s1 (stereo not drawn) do in these assays?
NPC1 promoter act: -1%; VP16 counter: 2%; Rab9 promoter act: -4%; uPA surface inh: 0%; FLuc counter: 0%; ELG1 genotoxic: -1%; MBNL1 CUG block: -6%; RORgamma inh: -1%; BRCA1 expr act: -2%; p53 reactivation: -3%

How did COc1ccccc1N1CCN(C2CCC(C)CC2)CC1 (stereo not drawn) do in these assays?
NPC1 promoter act: -6%; Rab9 promoter act: 1%; uPA surface inh: 0%; FLuc counter: -2%; ELG1 genotoxic: -1%; MBNL1 CUG block: -3%; BRCA1 expr act: -12%

How did COc1ccc(N(CC(=O)N2CCc3ccccc3C2)S(=O)(=O)c2ccccc2)cc1 do in these assays?
NPC1 promoter act: -1%; VP16 counter: -4%; Rab9 promoter act: -14%; uPA surface inh: 8%; FLuc counter: -2%&-2%; ELG1 genotoxic: -4%; MBNL1 CUG block: -6%; RORgamma inh: 35%; BRCA1 expr act: 0%; p53 reactivation: 0%

What do the screens show for `Cc1cc(C)n(CC(O)COCc2ccco2)n1` (stereo not drawn)?
NPC1 promoter act: 11%; VP16 counter: -7%; Rab9 promoter act: 2%; uPA surface inh: 0%; FLuc counter: -1%; ELG1 genotoxic: -4%; MBNL1 CUG block: 7%; RORgamma inh: -12%; BRCA1 expr act: 0%; p53 reactivation: -4%

Source: PubChem BioAssay
